Screening results: PubChem, National Center for Advancing Translational Sciences (NCATS)
NPSR antag: neuropeptide S receptor (human) antagonism, cAMP; Q6W5P4; CHO-NPSR cells, cAMP TR-FRET, antagonist mode; Potency, µM (titrated, usually from 38.3 µM), for the others: at the highest dose activity change, negative = inhibition, most hits filed as inhibitors; 220,000 tested, 1% active; AID 1461; also: % is scaled to controls: 0 for no effect and ±100 for the full control effect; nearly all actives have a fitted effect of over 50% in size; many of its hits are not listed in these tables
Target sequence (Q6W5P4 whole entry, looked up): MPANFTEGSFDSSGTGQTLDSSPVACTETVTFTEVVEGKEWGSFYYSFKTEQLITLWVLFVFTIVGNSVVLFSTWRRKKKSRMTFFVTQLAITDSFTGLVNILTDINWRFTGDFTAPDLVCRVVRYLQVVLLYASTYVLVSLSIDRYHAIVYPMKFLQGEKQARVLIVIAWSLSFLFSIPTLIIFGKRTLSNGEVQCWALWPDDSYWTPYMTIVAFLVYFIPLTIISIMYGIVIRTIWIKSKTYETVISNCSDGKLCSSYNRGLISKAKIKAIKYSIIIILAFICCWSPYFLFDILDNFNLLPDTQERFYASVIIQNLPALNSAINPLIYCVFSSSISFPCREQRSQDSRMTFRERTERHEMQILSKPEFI
RGS12 GoLoco inh: inhibitors of human Gai1-RGS12 GoLoco interaction (red fluorophore). P63096. Gai1:RGS12 GoLoco peptide FP, rhodamine, 10 min. Potency, µM (titrated, usually from 61.6 µM), without a hit: at the top dose activity, negative = inhibition, hits mostly inhibitors. 230,000 tested, 0.44% active. AID 880; active = well fitted inhibition curve with a large enough effect, not every such curve was filed as active; inactive = no such curve, though single readings can be large or run the other way; also: % is scaled to controls: 0 for no effect and ±100 for the full control effect; nearly all actives have a fitted effect of over 30% in size; many of its hits are not listed in these tables
Target sequence (P63096 whole entry, looked up): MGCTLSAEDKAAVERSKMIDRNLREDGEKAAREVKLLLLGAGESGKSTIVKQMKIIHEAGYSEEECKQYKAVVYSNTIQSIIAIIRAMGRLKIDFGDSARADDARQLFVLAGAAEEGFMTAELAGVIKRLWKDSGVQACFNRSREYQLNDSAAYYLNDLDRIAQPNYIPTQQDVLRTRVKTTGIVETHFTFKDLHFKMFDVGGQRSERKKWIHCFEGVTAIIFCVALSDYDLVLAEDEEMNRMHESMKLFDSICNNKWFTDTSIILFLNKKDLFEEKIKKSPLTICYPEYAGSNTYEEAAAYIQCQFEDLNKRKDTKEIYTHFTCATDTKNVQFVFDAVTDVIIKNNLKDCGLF
RECQ1 inh: blocks DNA unwinding by human RECQ1. P46063. RECQ1 DNA unwinding, red fluorescence kinetic read. Potency, µM (highest dose often 57.3 µM), inactives show top-dose activity, negative = inhibition, most hits filed as inhibitors. 240,000 tested, 0.54% active. AID 2549;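 also: plate controls were vehicle for no effect and no enzyme for full effect; nearly all actives have a fitted effect of over 30% in size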
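50 nM RECQ1T1 preincubated 15 min with compound in Tris pH 8.0 buffer with MgCl2, DTT, Tween-20 and 2.5 ug/ml poly(dI-dC); started with 200 nM TAMRA/BHQ-2 forked duplex and 2 mM ATP. Unwinding read as fluorescence (525/598 nm), two reads 2 h apart.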
SMN2 splice up: increases expression of the SMN2 splice variant | HEK293 SMN2-luciferase splicing reporter, luminescence, 30-36 h | Potency, µM (doses to about 46.1 µM), without a hit: at the highest dose activity change, positive = activation, hits mostly activators | 210,000 tested, 2.8% active | AID 1458; also: % of control where 0% means no effect; nearly all actives have a fitted effect of over 55% in size
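HEK293 cells carry an SMN2 […]–luciferase reporter in which exon 7 inclusion puts luciferase in frame. Cells were plated 10-12 h before compound addition, then incubated 30-36 h at 37C. ONE-Glo luminescence was read; sodium butyrate at 4.5 mM final served as control.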
Epigenetic reg: epigenetic control regulation, reporter derepression. murine LDR cells, GFP reporter derepression, 30 h. Potency, µM (top dose mostly 53.9 µM), for the others: at the top dose GFP activation, hits mostly activators. 280,000 tested, 0.2% active. AID 1865; also: % of control where 0% means no effect; nearly all actives have a fitted effect of over 60% in size
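In this reporter-derepression format, murine cells bearing a silenced integrated CMV-GFP locus incubate with test compound (30 h, 37 C), then are washed and imaged; fluorescent objects of 20–120 um count as induced cells.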
KDM4E inh: blocks human JMJD2E demethylase activity | JMJD2E catalytic domain, FDH-coupled NADH fluorescence (FDH is formaldehyde dehydrogenase) | Potency, µM (top dose mostly 57.1 µM), without a hit: at the top dose activity change, negative = inhibition, actives largely listed as inhibitors | 230,000 tested, 1.6% active | AID 2147; active = well fitted inhibition curve with a large enough effect, not every such curve was filed as active; inconclusive = small, poorly fitted or top-dose-only effect, or another doubt; inactive = no such curve, though single readings can be large or run the other way;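 also: 0% = wells with enzyme and -100% = buffer wells without enzyme; nearly all actives have a fitted effect of over 50% in size; many of its hits are not listed in these tables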
KinaseGlo FLuc: Kinase-Glo luciferase inhibition (counter-screen) | Potency, µM (series often up to 38.3 µM), for the others: at the top dose activity change, negative = inhibition, hits mostly inhibitors | AID 1379 | 200,000 tested, 0.28% active | Kinase-Glo luciferase, ATP luminescence, 8 min | Q27757; also: % is scaled to controls: 0 for no effect and ±100 for the full control effect; nearly all actives have a fitted effect of over 60% in size
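Luminescence was the read-out, taken after 8-minute incubation at ambient temperature. Luciferase turned over luciferin with 10 uM ATP in imidazole pH 7.2 buffer containing KCl, MgCl2, Tween 20 and BSA.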
IMPase Li inh: IMPase inhibition in cells with lithium potentiation. CHO-M1 cells, IP1 TR-FRET (IP-One), carbachol + lithium. Potency, µM (doses to about 59.4 µM), inactives show at the top dose activity, negative = IMPase inhibition, hits mostly inhibitors. 210,000 tested, 0.35% active;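 also: IP1 builds up when IMPase is blocked and the TR-FRET signal falls; plate controls were basal vehicle for no effect and high inhibitor control for full effect; nearly all actives have a fitted effect of over 50% in size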
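IP1 accumulation measured by competitive TR-FRET in lysed CHO-M1 cells after 30 min compound exposure at 37C, with a small lithium addition to potentiate weak responses. Hill-equation AC50 from ratio and donor-channel data.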
The depositor's hits bear a star; i = inactive; ? = inconclusive; . = no result given; & = joins results of further samples; [ ] = another dose, or the depositor's remark. Unless noted, calls follow the shape of the dose curve; as a rule, active = well fitted curve in the direction sought with a large enough effect; inconclusive = small, poorly fitted or top-dose-only effect, or another doubt; inactive = no such curve, though single readings can be large; an effect the other way counts as inactive or inconclusive. Potency is read from the fitted curve at half-maximal effect. Not all compounds are listed (hit frequency here may not be typical).

smiles,RGS12 GoLoco inh,KDM4E inh,NPSR antag,IMPase Li inh,RECQ1 inh,SMN2 splice up,Epigenetic reg,KinaseGlo FLuc
CN(C)NC(=O)C(NC(=O)c1ccc(N)cc1)C12CC3CC(CC(C3)C1)C2 (stereo unspecified),6%,2%,8%,-3%,i,-3%,1.1%,0%
ClCCCl,5%,.,.,10%,-2%,4%,.,.
CCOc1ccccc1C1CC(=O)NC(SCC)=C1C#N (stereo unspecified),4%,-15%,?,30%[38.3 µM],-10%,4%,-1.0%,3%
COC(=O)c1ccc(Oc2c(C)oc3cc(OCc4cnn(-c5ccccc5)c4)ccc3c2=O)cc1,10%,-9%,-4%[46.1 µM],-24%,10%,-8%,-4.6%,1%
Cc1ccc(NS(=O)(=O)c2ccc(C)c(NC(=O)COc3ccccc3)c2)c(C)c1,1%,4%,-24%,6%,-13%,-12%,-2.0%,2%
CCOc1ccc(NC(=O)C2CC(=O)N(C(C)C)C2)cc1 (stereo unspecified),-6%,-2%,-8%[46.1 µM],1%[38.3 µM],-3%,-12%,0.0%,-1%
CCC(=O)NCCc1nc2ccccc2n1CC(=O)c1ccccc1,7%,-7%,10%,-7%,-7%,1%,-2.4%,0%
CC(C)[C@H](NC(=O)NCCc1ccc(F)cc1)C(=O)O,7%,6%,14%[46.1 µM],5%[38.3 µM],-8%,15%,0.8%,0%
COc1ccc(CN2CCNC(=O)C2CC(=O)N2CCCCO2)cc1OC (stereo unspecified),-2%,-2%,-13%,-9%,i,.,-0.2%,.
N/C(=N\OC(=O)CC1CCCCC1)c1ccc([N+](=O)[O-])cc1,-11%,0%,5%,2%,i,4%,1.8%,2%
COc1ccc(C(=O)NC2CC(C)(C)Cc3occc32)cc1 (stereo unspecified),-10%,-4%,-3%,3%,-14%,-26%,4.1%,-2%
CCCn1nc(CC(=O)OCC)c2ccccc2c1=O,-2%,16%,-6%[46.1 µM],-11%[38.3 µM],-5%,-4%,-0.9%,-5%
CC(=O)SC1CC(=O)N(c2ccc(C(C)(C)C)cc2)C1=O (stereo unspecified),6%,-1%,-16%,.,9%,.,1.5%,.
CC(C)(C)NC(=O)CSC(=Nc1ccc(F)cc1)NC#N,14%,-16%,-8%[46.1 µM],6%[38.3 µM],-7%,8%,0.0%,3%
O=C1OCCC1Sc1nnc(-c2cccc(Br)c2)o1 (stereo unspecified),9%,3%,-2%[46.1 µM],16%[38.3 µM],i,25%,-1.0%,-3%
COC(CN(C(=O)CCl)C(C(=O)NC1CCCC(C)C1C)c1ccc(C)cc1)OC (stereo unspecified),11%,?,-11%,8%,-4%,-19%,1.0%,6%
CC(=O)O[C@]1(C(C)=O)CC[C@H]2[C@@H]3C=C(Cl)C4=CC(=O)CC[C@]4(C)[C@H]3CC[C@@]21C,26%&-15%,-12%,5µM*,-5%&-2%,-11%,-62%[inhibitor],1.9%&-3.0%,2%
COC(=O)c1c(C)nc(C)c2c(=O)oc3ccccc3c12,-6%,5%,7%[46.1 µM],?,-4%,-18%,-2.9%,-2%
CCc1nnc(NC(=O)c2cccnc2)s1,3%,1%,-4%[46.1 µM],-6%[38.3 µM],-6%,2%,3.0%,9%
CC(C)C(NC(=O)c1ccco1)C(=O)OCC(=O)Nc1ccc(C(N)=O)cc1 (stereo unspecified),51%[activator],-6%,-3%,0%,-7%,0%,0.9%,-2%
O=C(COC(=O)c1c[nH]c(=O)[nH]c1=O)Nc1ccccc1Br,9%,1%,-30%,.,i,.,0.0%,.
CCN(CC)S(=O)(=O)c1ccc(C)c(NC(=O)CSc2nc3ccccc3[nH]2)c1,1%,3%,-17%,9%,-17%,-16%,-1.3%,-3%
COc1cc(/C=C2\SC(=S)NC2=O)ccc1OS(=O)(=O)c1ccccc1,27%,-11%,-37%,28%,2%,-44%[inhibitor],0.9%,2%
Nc1c(C(=O)NCC2CCCO2)c2nc3ccccc3nc2n1-c1ccccc1 (stereo unspecified),3%,?,-14%[46.1 µM],14%[38.3 µM],7%,-20%,0.0%,-2%
CCCNC(=O)NC(=O)CSc1ncc(C(F)(F)F)cc1Cl,3%,9%,?,-5%[38.3 µM],i,-15%,0.6%,10%
CC1(C)Cc2ccccc2C(/C(=N\Nc2cccc(Cl)c2)C(N)=O)=N1,7%,-7%,?,6%,-1%,-34%[inhibitor],1.3%,0%
Fc1ccccc1NC(=S)N(CCN1CCCCC1)Cc1ccco1,4%,-4%,-24%,-6%,-4%,-16%,2.2%,4%
CCNc1ccc(S(=O)(=O)NCCN(C)C)cc1[N+](=O)[O-],6%,2%,21%,1%,2%,-1%,-0.3%,-4%
Cc1nc2ccc(Cl)cc2nc1C,0%,-5%,10%,.,-5%,.,0.0%,.
O=C(CSc1nnc(-c2ccncc2)n1-c1ccccc1)Nc1ccc(C(=O)O)cc1,4%,6%,44%,-8%,-13%,.,3.8%,.
COc1ccc(Cl)cc1N/C(N)=N/c1nc(CSc2ccc(C)cc2)cc(=O)[nH]1,-4%,-4%,-23%[46.1 µM],31%[38.3 µM],i,-14%,1.4%,0%
Cc1ccc(-c2ccc(SCC(=O)N3CCCc4ccccc43)nn2)cc1,33%[activator],-8%,-37%,11%,-5%,17%,-1.0%,-2%
N=c1c2c(-c3ccccc3)c(-c3ccccc3)n(Cc3ccco3)c2ncn1CCCn1ccnc1,-1%,3%,-17%,19%,3%,-81%[inhibitor],0.0%,0%
C/C(Cc1ccccc1)=N\NC(=O)CCCCCC(=O)N/N=C(\C)Cc1ccccc1,-2%,36%[activator],-14%[46.1 µM],1%[38.3 µM],-1%,-16%,10%,-6%
CN(C)S(=O)(=O)c1cccc(NS(=O)(=O)c2ccc(Cl)s2)c1,4%,2%,-11%,-6%,2%,?,-1.9%,4%
O=C(COC(=O)c1ccccn1)NC12CC3CC(CC(C3)C1)C2,-23%,9%,-10%[46.1 µM],10%[38.3 µM],-10%,14%,4.1%,-5%
O=C1CCCc2nc3c(cc21)C(O)Oc1c-3ccc2ccccc12 (stereo unspecified),11%,-25%,-3%,-10%,5%,25%,3.4%,-1%
O=C(Cn1c(-c2ccccn2)nc2ccccc21)N/N=C/c1ccccn1,6%,-16%,-17%,2%,-4%,-26%,-4.4%,0%
N/C(=N\NC(=O)c1sccc1OCc1ccc(Cl)cc1Cl)c1ccccn1,10%,-5%,-13%,19%,i,-38%[inhibitor],?,-1%
COC(=O)c1ccccc1OC(=O)c1ccc(Br)o1,-4%,8%,2%[46.1 µM],16%[38.3 µM],-12%,-15%,0.0%,1%
O=C(Nc1ccc2c(c1)C(=O)N(c1ccccc1)C2=O)c1cccs1,15%,?,46%,?,i,.,1.0%,-10%
CC(NC(=O)CSc1nc(=O)cc(N)n1-c1ccccc1)c1ccccc1 (stereo unspecified),11%,6%,9%,9%,-4%,4%,1.0%,0%
Cc1cc(CNC(=O)Cc2c(F)cccc2Cl)nn1C,0%,0%,3%[46.1 µM],10%[38.3 µM],-2%,21%,0.9%,-3%
CCN(CC)c1ccc(/C=N/N2CCN(Cc3cccc4ccccc34)CC2)c(O)c1,3%,-6%,?,12%[38.3 µM],i,-3%,1.9%,-7%
COc1ccc(-c2nc3cc([N+](=O)[O-])ccc3o2)cc1OC,-6%,5%,23%,-7%,-11%,.,-1.1%,-9%
O=C(COC(=O)c1ccc(F)cc1F)NC1CC1,2%,-1%,14%,2%,i,-10%,-2.9%,2%
Cc1ccsc1CN(C)C(=O)CCc1nnc(COc2ccccc2)o1,9%,-15%,0%,1%,6%,?,0.1%,-3%
CCOC(=O)N1CCN(C(=O)C(NS(=O)(=O)c2cccc3nsnc23)c2ccccc2)CC1 (stereo unspecified),0%,-3%,-14%[46.1 µM],16%[38.3 µM],-11%,-7%,0.0%,-2%
CCN(CC)C(=O)CSc1nc(O)cc(=O)n1-c1ccccc1OC,17%,-2%,-19%[46.1 µM],-4%[38.3 µM],-17%,-4%,-2.4%,1%
CCCn1c(=O)c2ccccc2n2c(SCC(=O)/C(C#N)=C(\C)N)nnc12,-1%,1%,-10%[46.1 µM],9%[38.3 µM],-14%,0%,1.9%,-3%
CN(C)c1ccc(N=NS(=O)(=O)O)cc1,-5%,.,.,26%,-5%,19%,.,.
CC(C)CC(=O)Nc1nc2ccc(S(=O)(=O)N3CCOCC3)cc2s1,.,9%,-12%[46.1 µM],.,-1%,.,0.0%,.
Cc1ccccc1OCc1nc2ccccc2c(=O)n1N,7%,-4%,4%[46.1 µM],42%[activator][38.3 µM],-8%,-3%,-1.5%,-4%
CCC(=O)N1CCc2cc(OC)c(OC)cc2C1COc1ccccc1OC (stereo unspecified),8%,7%,2%,-4%,-3%,20%,0.5%&3.0%,1%
COc1ccc(Cn2cnc3c([N+](=O)[O-])c(C)c(C)cc32)cc1,4%,-2%,-15%[46.1 µM],-5%[38.3 µM],-10%,-3%,0.0%,0%
O=C(CNS(=O)(=O)c1ccccc1)OCC(=O)c1ccc(OC(=O)c2ccccc2)cc1,3%,8%,0%[46.1 µM],-12%[38.3 µM],-13%,-6%,-0.9%,-2%
COC(=O)c1ccc(CSc2nnc3sc4ccccc4n23)o1,-2%,-8%,2%[46.1 µM],-10%[38.3 µM],i,-2%,-2.5%,-1%
O=C(CC12CC3CC(CC(C3)C1)C2)NC(=S)Nc1ccc(CN2CCOCC2)cc1,-5%,-5%,-39%,15%,i,-37%[inhibitor],0.9%,1%
Cc1noc(C)c1COc1ccc(C(=O)Nc2ccccc2)cc1,0%,5%,-11%,13%,-13%,-23%,3.4%,1%
